# Screening data deposited in PubChem by National Center for Advancing Translational Sciences (NCATS).
# PKM2 act – increases activity of human pyruvate kinase M2; P14618; purified PKM2, Kinase-Glo ATP luminescence, activation; response scale: 0% is enzyme alone, no compound; Potency, µM (top dose mostly 57.5 µM), for the others: at the top dose activation, actives largely listed as activators; actives 0.34% (n = 260,000); AID 1631; further: potency means the concentration at half of the fitted maximal effect; on the % scale 0 is the no-effect control and ±100 the full control effect; nearly all actives have a fitted effect of over 55% in size
#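 Purified hPK-M2 (>95% pure) converted ADP (0.1 mM final) to ATP with 0.5 mM PEP in 50 mM imidazole pH7.2, KCl, MgCl2, Tween 20, BSA; 1 h at room temperature. ATP detected by Kinase-Glo luminescence.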
# Menin-MLL TR inh – displaces Texas Red mutant MLL peptide from human menin; O00255; Menin + Texas Red MLL mutant peptide, fluorescence polarization; Potency, µM (top dose mostly 61.6 µM), for inactives: at the highest dose FP activity change, negative = inhibition, usual class: inhibitors; actives 0.23% (n = 270,000); AID 1768; active means well fitted inhibition curve with a large enough effect in the polarisation, with a control signal flat, not every such curve was filed as active; inconclusive means small, poorly fitted or top-dose-only effect, or effect the other way, or a change in a side signal; inactive means no such curve, though single readings can be large or run the other way; the % refers to the polarisation; further: potency means the concentration at half of the fitted maximal effect; % of control where 0% means no effect; many of its hits are not listed in these tables
# PTAP TSG101 blk – blocks PTAP/TSG101 interaction to inhibit HIV-1 budding; Fluorescence polarization, FITC-PTAP peptide / Tsg101 binding; Potency, µM (doses to about 115 µM), inactives show at the highest dose activity change, negative = inhibition, usual class: inhibitors; 340,000 tested, under 10 active; Q99816; active means well fitted inhibition curve with a large enough effect in the main read-out, with a control signal flat, not every such curve was filed as active; inconclusive means small, poorly fitted or top-dose-only effect, or effect the other way, or a change in a side signal; inactive means no such curve, though single readings can be large or run the other way; further: potency means the concentration at half of the fitted maximal effect; % of control where 0% means no effect
# Target sequence (Q99816 whole entry, looked up): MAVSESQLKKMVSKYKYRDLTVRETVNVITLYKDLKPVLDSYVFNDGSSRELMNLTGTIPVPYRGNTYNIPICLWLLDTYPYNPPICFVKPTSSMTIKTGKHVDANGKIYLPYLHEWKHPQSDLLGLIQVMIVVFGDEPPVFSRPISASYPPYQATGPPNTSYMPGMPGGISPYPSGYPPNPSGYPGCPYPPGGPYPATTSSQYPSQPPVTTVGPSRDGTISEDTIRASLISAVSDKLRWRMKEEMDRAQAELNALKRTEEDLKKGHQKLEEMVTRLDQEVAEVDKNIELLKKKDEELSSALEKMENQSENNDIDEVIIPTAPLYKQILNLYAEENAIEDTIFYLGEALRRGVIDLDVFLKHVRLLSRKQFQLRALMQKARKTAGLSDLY
#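 Fluorescence polarization binding of Tsg101 binding domain (10 uM final) to FITC-labeled PTAP peptide (50 nM final) in HEPES pH 7.5 buffer with NaCl, Tween 20, EDTA, TCEP. Compounds added before peptide; binding 20 min at RT.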
# Integrin act MD – activators of alpha7 integrin expression for muscular dystrophy. alpha7betagal myoblasts, beta-gal FDG fluorescence, 48 h. Potency, µM (highest dose often 38.3 µM), without a hit: at the top dose activation, most hits filed as activators. AID 624291. actives 0.064% (n = 350,000);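 further: potency means the concentration at half of the fitted maximal effect; 100% = response of the positive control SU9516; nearly all actives have a fitted effect of over 60% in size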
#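 Alpha7betagal+/- myoblasts (passage 13) were plated 16-24 hr, then exposed to compounds (1:260 dilution of DMSO stock) for 48 hours at 37C. After MPER lysis, β-galactosidase reporter activity was read as FDG fluorescence (ex 480/em 540) after 30 minutes.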
# Tb PFK block – blocks T. brucei phosphofructokinase; O15648; T. brucei PFK, ADP-Glo luminescence; Potency, µM (top dose mostly 57.5 µM), for inactives: at the top dose activity, negative = inhibition, actives largely listed as inhibitors; actives 0.17% (n = 330,000); AID 485367;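 further: potency means the concentration at half of the fitted maximal effect; 0% = uninhibited 1x PFK enzyme wells and -100% = no-enzyme wells; nearly all actives have a fitted effect of over 60% in size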
#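 Compounds were pin-transferred as a titration series up to 57 uM into substrate buffer (0.5 mM F6P, 0.1 mM ATP, pH 8.0), then 1.25 nM PFK was added and reactions ran 45 min before ADP-Glo detection.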
# ASM inhibitor – blocks human secretory acid sphingomyelinase. P17405. placental ASM, HMU-PC fluorogenic substrate, 60 min. Potency, µM (highest dose often 57.5 µM), inactives show at the top dose activity change, negative = inhibition, hits mostly inhibitors. actives 0.006% (n = 340,000); further: potency means the concentration at half of the fitted maximal effect
# Target sequence (P17405 47-631 limits assumed): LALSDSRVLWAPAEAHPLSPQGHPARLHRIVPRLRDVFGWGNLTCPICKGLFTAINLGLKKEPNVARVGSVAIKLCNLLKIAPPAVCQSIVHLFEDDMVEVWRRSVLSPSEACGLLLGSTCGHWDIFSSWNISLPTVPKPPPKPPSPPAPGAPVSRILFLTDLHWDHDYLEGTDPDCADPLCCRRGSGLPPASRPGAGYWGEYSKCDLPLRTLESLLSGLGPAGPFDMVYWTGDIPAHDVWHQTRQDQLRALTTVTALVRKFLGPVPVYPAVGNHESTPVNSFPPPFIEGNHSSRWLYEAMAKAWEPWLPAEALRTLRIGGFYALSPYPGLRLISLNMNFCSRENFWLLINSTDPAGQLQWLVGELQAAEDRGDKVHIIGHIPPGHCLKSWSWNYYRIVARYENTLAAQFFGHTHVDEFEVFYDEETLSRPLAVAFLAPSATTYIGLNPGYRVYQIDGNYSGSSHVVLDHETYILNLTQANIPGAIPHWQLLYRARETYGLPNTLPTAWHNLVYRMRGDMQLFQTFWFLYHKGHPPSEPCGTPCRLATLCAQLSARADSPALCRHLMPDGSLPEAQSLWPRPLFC
#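 Fluorogenic HMU-PC substrate (9 uM final) is turned over by placental ASM in 60 min at 37 C after a 10 min compound preincubation. Reaction ended by alkaline stop (pH 10), with fluorescence read at 386/447 nm.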
# B2AR arrestin – agonists driving beta-arrestin recruitment to human beta2-adrenergic receptor | P07550 | beta-arrestin recruitment to beta2AR, cell-based reporter | Potency, µM (doses to about 46.1 µM), inactives show at the top dose activation, usual class: activators | actives 0.02% (n = 330,000);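 further: potency means the concentration at half of the fitted maximal effect; 0% = DMSO controls and full agonism = EC100 isoproterenol or metaproterenol; nearly all actives have a fitted effect of over 65% in size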
# BCR signal inh – blocks chronic active B-cell receptor signaling | ABC-DLBCL IkBa-CBG/CBR reporter, luminescence ratio, 4 h | Potency, µM (doses to about 46.1 µM), for the others: at the highest dose ratio change, negative = lower green/red ratio, actives largely listed as inhibitors | actives 0.05% (n = 340,000) | AID 493014; active means well fitted inhibition curve with a large enough effect in the signal ratio, with a control signal flat, not every such curve was filed as active; inconclusive means small, poorly fitted or top-dose-only effect, or effect the other way, or a change in a side signal; the % refers to the signal ratio;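 further: potency means the concentration at half of the fitted maximal effect; plate controls were basal doxycycline-induced cells for no effect and cells given 10 µM MG132 for full effect; MG132 reads +100%, hits lower the ratio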
#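 Compounds up to 46 uM were incubated four hours with TMD8 cells whose green CBG68 luciferase is fused to IkappaBalpha; red CBR luminescence normalised the signal, and concentration-effect curves were fitted to fusion, red and ratio data.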
# Giardia killer – kills Giardia lamblia. Giardia lamblia trophozoite viability. activity change, % at 7.66 µM, hits read low. actives 0.15% (n = 340,000). AID 540267; in the data active means activity change below about -80%; inconclusive means between about -30% and that limit;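 further: parasites exposed to compound for two days anaerobically before the ATP read; on the % scale 0 is the no-effect control and ±100 the full control effect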
#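 Giardia trophozoites, 100 cells per well, were exposed to compounds for 48 hrs at 37 deg C under anaerobic conditions; viability was then read as ATP content by bioluminescence after 15-30 min at room temperature.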
# FBPA coupling cs – inhibits coupling enzyme system, counter-screen for aldolase hits; coupling enzyme system counterscreen, AmpLite Red fluorescence; activity change, negative = inhibition, % at 58.2 µM, hits read low; actives 0.67% (n = 290,000); AID 2472; in the data active means activity change below about -30%; further: on the % scale 0 is the no-effect control and ±100 the full control effect
#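 Final compound at 57.5 uM, incubated 10 min at RT with coupling enzyme reagent (glyceraldehyde-3-phosphate), then 20 min with substrate and AmpLite Red detection. Fluorescence read at 525/598 nm; tests interference with the coupling assay, not aldolase inhibition.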
# GALK inhibitor – blocks human galactokinase activity | actives 0.007% (n = 270,000) | Potency, µM (highest dose often 57.5 µM), without a hit: at the highest dose activity change, negative = inhibition, most hits filed as inhibitors | Purified GALK, Kinase-Glo residual ATP luminescence | AID 1868; further: potency means the concentration at half of the fitted maximal effect; on the % scale 0 is the no-effect control and ±100 the full control effect
#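 Quantitative HTS: GALK 5 nM, ATP 35 uM, galactose 100 uM, 1 h room temperature, then luciferase-based ATP detection.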
# An asterisk follows results filed as active; ? = inconclusive; . = not tested or not shown; & = joins results of further samples; [ ] = another dose, or the depositor's remark. Unless noted, the call rests on the fitted dose curve; in most records, active means well fitted curve in the direction sought with a large enough effect; inconclusive means small, poorly fitted or top-dose-only effect, or another doubt; inactive means no such curve, though single readings can be large; an effect the other way counts as inactive or inconclusive. Only part of the results is shown, so the mix of outcomes need not match the whole.
[1] CN(CC(=O)Nc1ccccc1Oc1ccccc1)Cc1ccccc1F
[2] CN(C)c1nc(SCC#N)nc(N2CCOCC2)n1
[3] CC(=O)C[C@H](O)CC(=O)[C@@H]1OC(=O)CCCCCc2ccccc21
[4] O/N=C(/c1ccc(Cl)cc1)C1CC1c1ccccc1 (stereo unspecified)
[5] O=C(O)CCn1c(=O)c2ccccc2c2ccccc2c1=O
[6] CCCn1c(SCC(=O)NC2CCCC2)nc2c1c(=O)n(C)c(=O)n2C
[7] COc1ccc(N2CCN(C(=O)c3cc(=O)c4cc(C)cc(C)c4o3)CC2)cc1
[8] COc1ccc(CCNC(=O)CN(c2ccccc2)S(C)(=O)=O)cc1OC
[9] COc1cc(Cl)c(C)cc1NC(=O)COC(=O)C(NS(=O)(=O)c1ccc(Cl)cc1)C(C)O (stereo unspecified)
[10] COc1ccccc1CCNC(=O)C1CCC(=O)N(Cc2cccc(F)c2)C1 (stereo unspecified)
entry no.	1	2	3	4	5	6	7	8	9	10
PKM2 act	-3%	6%	.	.	-4%	-1%	.	-14%	-11%	3%
Menin-MLL TR inh	?	0%	.	12%	11%	13%	11µM*	.	8%	-13%
PTAP TSG101 blk	-4%	-2%	-1%	-2%	-4%	-3%	-2%	-1%	-2%	-3%
Integrin act MD	15%	6%	8%	7%	-2%	7%	10%	15%	13%	11%
Tb PFK block	3%	3%	5%	2%	0%	-4%	3%	-3%	-10%	0%
ASM inhibitor	-1%	1%	5%	0%	3%	0%	-2%	-1%	.	1%
B2AR arrestin	0.2%	-0.1%	-2.3%	-0.4%	0.1%	0.4%	0.4%	0.3%	0.0%	-0.9%
BCR signal inh	17%	?	5%	?	7%	0%	-1%	-4%	-1%	7%
Giardia killer	-13	0	-23	-21	-2	-24	28	11	-4	-13
FBPA coupling cs	-1	0	.	0	1	1	-2	-4	-1	-1
GALK inhibitor	-1%	-1%	.	10%	0%	-1%	-2%	-4%	1%	.

[11] COc1cccc(Nc2nc3ccccc3nc2NS(=O)(=O)c2ccc(NC(C)=O)cc2)c1
[12] O=C1NC2=C(CCc3ccccc32)C(c2ccccc2)N1 (stereo unspecified)
[13] CC(C)N(C(=O)Cn1cc(S(=O)(=O)CC(=O)N2CCOCC2)c2ccccc21)C(C)C
[14] Cc1ccc(S(=O)(=O)N2CCCC2C(=O)N2CCCCCC2)cc1 (stereo unspecified)
[15] CSC(=NCCCN1CCOCC1)NS(=O)(=O)c1cccs1
[16] CCCCn1c(N)c(NCC)c(=O)[nH]c1=O
[17] OC(CNCCc1ccc(Cl)cc1)COc1cc(Cl)ccc1Cl (stereo unspecified)
[18] COc1ccc(COC(=O)c2c(C)nn(-c3ccccc3)c2Cl)cc1
[19] C/C=C/c1c(F)c(F)c(Oc2ccc(C(=O)O)cc2)c(F)c1F
[20] Cc1oc(-c2ccccc2F)nc1CSCC(=O)NCc1ccc2c(c1)OCO2
entry no.	11	12	13	14	15	16	17	18	19	20
PKM2 act	1%	5%	-4%	-9%	-11%	1%	.	-10%	4%	19%
Menin-MLL TR inh	.	-19%	.	-17%	-10%	9%	?	-5%	5%	-17%
PTAP TSG101 blk	-2%	-8%	-7%	-4%	-1%&-4%	-7%	0%	2%	-8%	-1%
Integrin act MD	3%	3%	0%	4%	30%&5%	0%	0%	36%	6%	1%
Tb PFK block	-2%	-1%	1%	3%	1%	-1%	-3%	0%	4%	0%
ASM inhibitor	175%[activator]	19%	4%	5%	4%&2%	172%[activator]	-6%	-1%	-3%	-1%
B2AR arrestin	-0.3%	-0.2%	-0.1%	-0.5%	0.2%	0.0%	0.2%	-0.5%	0.0%	0.1%
BCR signal inh	-21%	0%	8%	?	?	2%	?	-1%	16%	9%
Giardia killer	-4	-14	3	5	2&-6	5	-19	-24	3	-17
FBPA coupling cs	.	-12	.	0	2	0	0	-1	16	.
GALK inhibitor	-11%	.	9%	1%	6%	13%	2%	6%	-3%	2%

[21] O=C(N1CCOCC1)N1CCN(S(=O)(=O)N2CCCCC2)CC1
[22] CN1CCN(c2ccc(NC(=O)COc3ccccc3Cl)cc2)CC1
[23] CC(=O)NCC1CCCN(C(=O)c2oc3c(F)cccc3c2C)C1 (stereo unspecified)
[24] Cc1cc(Nc2ccc(F)cc2)nc(N)n1
[25] Cc1nc2c(cnn2-c2ccccc2Cl)c(=O)n1-c1ccc(N2CCC(C)CC2)cc1
[26] Nc1nonc1-n1nnc(C(=O)N/N=C/c2cccc(Cl)c2)c1CSc1ccccc1
[27] CCOC(=O)n1c(=O)oc2ccc(Cl)cc21
[28] Cc1ccc(C(=O)N2CCCC(N(C)Cc3ccccc3)C2)s1 (stereo unspecified)
[29] COc1ccc(C(=O)OCC(=O)NC(C)CCc2ccccc2)cc1 (stereo unspecified)
[30] CC(C)CC1NC(=O)N(CC(=O)N2CCN(S(=O)(=O)c3ccc(Cl)cc3)CC2)C1=O (stereo unspecified)
entry no.	21	22	23	24	25	26	27	28	29	30
PKM2 act	-9%	4%	1%[0.46 µM]	-8%	0%	3%	13%	.	.	1%
Menin-MLL TR inh	-20%	11%	1%	4%	?	.	14%	.	-13%	-10%
PTAP TSG101 blk	-3%	-2%	-9%	-6%	-4%	0%	-7%	1%	0%	-3%
Integrin act MD	17%	15%	25%	-1%	0%	-19%	15%	-2%	-7%	13%
Tb PFK block	-7%	-13%	-2%	0%	6%	2%	-1%	0%	-3%	0%
ASM inhibitor	3%	-1%	5%	-2%	-4%	-12%	8%	-4%	4%	-1%
B2AR arrestin	-0.2%	-0.2%	0.0%	4.2%	-0.5%	-0.3%	-0.1%	-0.2%	-0.6%	-0.5%
BCR signal inh	?	3%	0%	-16%	-13%	0%	-4%	6%	-1%	?
Giardia killer	-1	8	42[activator]	5	17	8	-10	10	0	-5
FBPA coupling cs	1	3	2	1	0	-10	1	.	4	2
GALK inhibitor	2%	-2%	0%	-2%	0%	.	-4%	0%	-2%	-2%

[31] CC[C@@H](C)C(NC(=O)OC(C)(C)C)c1cn([C@@H](CCC(=O)OC(C)(C)C)C(=O)N2CCN(C(=O)OC(C)(C)C)CC2)nn1 (stereo partly specified)
[32] Nc1nnnn1/N=C/c1ccccc1OCc1ccc(Cl)cc1
[33] CC(=O)Nc1ccc(NC(=O)CSCc2cnn(-c3ccccc3)c2-n2cccc2)cc1
[34] Cc1cccc(NS(=O)(=O)c2cccc(C(=O)Nc3cccc(C(=O)O)c3)c2)c1
entry no.	31	32	33	34
PKM2 act	1%	5%	0%	-7%
Menin-MLL TR inh	?	-22%	.	39%[activator]
PTAP TSG101 blk	0%	1%	-5%	-7%
Integrin act MD	-3%	5%	-2%	16%
Tb PFK block	-1%	1%	1%	1%
ASM inhibitor	2%	-2%	-6%	1%
B2AR arrestin	-0.4%	-0.9%	0.5%	0.5%
BCR signal inh	0%	?	-17%	-1%
Giardia killer	-19	26	13	14
FBPA coupling cs	2	1	-1	-2
GALK inhibitor	1%	0%	-2%	-4%
